PglD DTNB: inhibitors of Campylobacter jejuni PglD acetyltransferase. inhibition, % at 12.5 µM. AID 602405. purified PglD enzyme, DTNB colorimetric CoA detection. 360,000 compounds, 0.098% hits; in the data active = inhibition above about 16%, passing the limit was not always enough; note: strong numbers were not always called active
E-sel inducer: E-selectin induction on HUVECs; HUVEC E-selectin immunofluorescence imaging; normalized: neutral wells 0, TNF-alpha wells 100; activation, % at 7.58 µM; 260,000 compounds, 0.37% hits; AID 686992;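 active = mean E-selectin-positive cell signal at least 10% of the positive control, reached in at least 60% of replicates, without over 20% cell loss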;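 note: in these data hits start at about 27%; measured in HUVEC primary endothelial cells; signal is the percent of cells scored E-selectin positive by PE staining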
Target sequence (P16581 whole entry, looked up): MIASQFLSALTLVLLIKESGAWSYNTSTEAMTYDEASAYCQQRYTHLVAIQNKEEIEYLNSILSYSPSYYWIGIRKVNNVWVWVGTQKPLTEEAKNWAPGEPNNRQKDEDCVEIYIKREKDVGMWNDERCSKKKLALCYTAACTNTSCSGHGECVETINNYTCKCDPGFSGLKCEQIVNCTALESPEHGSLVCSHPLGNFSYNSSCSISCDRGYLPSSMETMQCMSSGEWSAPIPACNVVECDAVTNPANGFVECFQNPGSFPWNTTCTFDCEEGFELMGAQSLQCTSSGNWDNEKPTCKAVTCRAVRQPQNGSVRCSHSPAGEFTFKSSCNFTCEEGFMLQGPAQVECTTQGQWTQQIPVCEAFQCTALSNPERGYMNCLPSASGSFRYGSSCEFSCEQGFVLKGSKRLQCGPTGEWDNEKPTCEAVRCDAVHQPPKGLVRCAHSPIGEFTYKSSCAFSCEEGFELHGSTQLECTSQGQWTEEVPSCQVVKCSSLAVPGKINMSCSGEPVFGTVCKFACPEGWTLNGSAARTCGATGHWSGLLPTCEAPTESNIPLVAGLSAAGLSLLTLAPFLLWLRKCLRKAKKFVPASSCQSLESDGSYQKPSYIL
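Test system – human umbilical vein endothelial cells (HUVEC), E-selectin induction · Input – 3,000 HUVEC seeded per well · Buffer or medium – EGM-2, gelatin · Compound dosing – single-point compound dose · Detection – immunofluorescence imaging · Measure – percent E-selectin-positive cells · Controls – TNF-alpha high, DMSO low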
Cneo AK release: causes C. neoformans cell lysis; adenylate kinase release luminescence, 4 h; normalised: neutral wells 0, clomiphene wells 100; AID 651654; 360,000 compounds, 0.2% hits; lysis activity, % at 15 µM;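 active = mean lysis activity across replicates of at least 80%, whatever share of replicates individually reach that level; inactive = mean lysis activity below 80%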
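Test system: log-phase Cryptococcus neoformans yeast cells; Quantity: yeast cell density of 5 × 10^6 cells/mL; Buffer or medium: YPD; Doses: single compound concentration per well; Timing: 4 h at 37 °C static, read 1 h later; Measured by: AK luminescence; Read-out basis: lysis from increased AK signal; Control set: Clomiphene as positive control.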
miR122 inh: miR-122 inhibition in Huh7 cells; activation (reporter increase), % at 12.5 µM; AID 602342; Huh7 miR-122 Renilla luciferase sensor, 48 h; neutral wells = 0, positive control = 100; 340,000 compounds, 0.3% hits;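 active = mean replicate activation score at least 90 and every replicate individually at or above 90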;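 note: higher luciferase means less miR-122 activity so hits act as miR-122 inhibitors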
PGC1a acetyl inh: modulators of PGC1a acetylation | U2OS PGC1a acetylation, AlphaScreen anti-acetyl-lysine; with virally co-expressed GCN5 acetyltransferase | inhibition, % at 15.6 µM | 350,000 compounds, 0.17% hits;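 active = every replicate shows inhibition of at least 40%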;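 note: 0% = neutral control wells and 100% = positive control wells; some results beyond the cut were filed as inactive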
ERAP1 HTS inh: inhibitors of human ERAP1 aminopeptidase | Q9NZ08 | recombinant ERAP1, Leu-AMC fluorescence, 60 min | inhibition, % at 10.7 µM | 340,000 compounds, 0.15% hits | AID 652197;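 active = mean replicate inhibition of at least 30%, or all replicates individually reaching that 30% level; inactive = mean below 30% and not every replicate reaching it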;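 note: 0% = neutral control wells and 100% = L-leucinethiol positive control wells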
RAD52 anneal inh: inhibitors of human RAD52 DNA annealing; P43351; recombinant RAD52 DNA annealing, FRET fluorescence; inhibition, % at 18.7 µM; 360,000 compounds, 0.46% hits;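 active = every replicate showing at least 50% inhibition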
Target sequence (P43351 whole entry, looked up): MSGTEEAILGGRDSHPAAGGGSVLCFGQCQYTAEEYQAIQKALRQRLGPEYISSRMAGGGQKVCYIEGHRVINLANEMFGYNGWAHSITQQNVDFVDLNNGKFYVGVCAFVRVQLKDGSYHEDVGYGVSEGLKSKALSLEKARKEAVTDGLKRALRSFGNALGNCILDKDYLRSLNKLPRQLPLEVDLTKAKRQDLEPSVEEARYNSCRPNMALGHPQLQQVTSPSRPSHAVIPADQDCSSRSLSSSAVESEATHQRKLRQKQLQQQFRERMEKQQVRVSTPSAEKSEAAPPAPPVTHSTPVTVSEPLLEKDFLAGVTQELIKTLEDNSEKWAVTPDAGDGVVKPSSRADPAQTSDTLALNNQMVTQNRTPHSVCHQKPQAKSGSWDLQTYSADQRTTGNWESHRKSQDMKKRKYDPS
RAD54 inh: inhibitors of human RAD54 branch migration; AID 602329; RAD54 Holliday junction branch migration, FAM/BHQ fluorescence; inhibition, % at 10.4 µM; 360,000 compounds, 0.14% hits;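 active = mean normalized replicate activity at least 40 and at least half of replicates scoring 40 or more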;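 note: 0% = median of neutral control wells and 100% = median of positive control wells; inhibitors cause a drop in the FAM fluorescence signal; in these data hits start at about 50%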
Starred values were filed as active, the others as inactive; & = joins results of further samples; [ ] = dose if it differs, or a comment.

C/C=C/c1ccc([C@@H]2[C@@H](CN(C)C(=O)c3ccccn3)N(C(C)=O)[C@H]2CO)cc1 was read as PglD DTNB 2, E-sel inducer 0.4, Cneo AK release 1, miR122 inh 21[16.7 µM], PGC1a acetyl inh 8 and RAD54 inh 2.
`CN(C)C(=O)C[C@H]1CC[C@@H]2[C@H](COC[C@H](O)CN2Cc2nccs2)O1` gave PglD DTNB 3, E-sel inducer 0.1, Cneo AK release 0, miR122 inh -2[16.7 µM], PGC1a acetyl inh 1, ERAP1 HTS inh -2, RAD52 anneal inh 1 and RAD54 inh -4.
CCOC(=O)COc1ccc(Br)cc1C1NC(=O)NC(C)=C1C(=O)NCc1ccccc1 (stereo not given) was read as PglD DTNB -6, Cneo AK release 0, miR122 inh 0, PGC1a acetyl inh -22, ERAP1 HTS inh 0, RAD52 anneal inh -4 and RAD54 inh 6.
C[C@@H]1CCCCO[C@H](CN(C)S(=O)(=O)c2ccc(F)cc2)[C@@H](C)CN([C@@H](C)CO)C(=O)c2cc(NS(=O)(=O)c3ccccc3)ccc2O1 was read as PglD DTNB -3, E-sel inducer 0.0, Cneo AK release 3, miR122 inh -4[16.7 µM], PGC1a acetyl inh 2, ERAP1 HTS inh 2, RAD52 anneal inh 9 and RAD54 inh -1.
For C=CCN1c2ccccc2[C@]23C[C@@H](C(=O)OC)N(C(=O)c4ccc(Br)cc4)C2=NC(C(=O)OC)=C(C(=O)OC)[C@H]13 the results were PglD DTNB 2, E-sel inducer -0.2, Cneo AK release -2, miR122 inh 5, PGC1a acetyl inh 1, ERAP1 HTS inh -1, RAD52 anneal inh -9 and RAD54 inh 7.
For O=S(=O)(NCCc1ccc(Cl)cc1)c1cccc2cccnc12 the results were PglD DTNB -5, Cneo AK release -1, PGC1a acetyl inh -1, ERAP1 HTS inh 3, RAD52 anneal inh -17 and RAD54 inh -6.
`COc1ccccc1-c1ccc([C@H]2[C@@H](CO)N3CCCCN(C(=O)CN4CCOCC4)C[C@H]23)cc1` gave PglD DTNB -11, E-sel inducer 0.1, Cneo AK release 2, miR122 inh 3[16.7 µM], PGC1a acetyl inh -6, ERAP1 HTS inh 0, RAD52 anneal inh -3 and RAD54 inh 3.
For CCC1(C)Cc2c(sc3nnn(CC(=O)Nc4ccc(C)cc4)c(=O)c23)CO1 (stereo not given) the results were PglD DTNB 5, Cneo AK release -2, miR122 inh 3, PGC1a acetyl inh 19 and RAD54 inh -2.
For OC[C@@H]1CN(Cc2cccs2)C[C@H](n2cnc3c(N4CCCC4)ncnc32)O1 the results were PglD DTNB 3, Cneo AK release 1, miR122 inh -4, ERAP1 HTS inh -4, RAD52 anneal inh -54 and RAD54 inh 2.
COc1cccc(CNC(=O)c2ccc(NS(=O)(=O)c3ccc4[nH]c(=O)[nH]c4c3)cc2)c1 was read as PglD DTNB -1, E-sel inducer -0.4, Cneo AK release 0, miR122 inh 0, PGC1a acetyl inh -3, ERAP1 HTS inh -1, RAD52 anneal inh -31 and RAD54 inh 0.
Cc1cccc(NS(=O)(=O)c2nnc(NC(=O)c3cccc(C)c3)s2)c1 was read as PglD DTNB -3, E-sel inducer 0.1, Cneo AK release 5, miR122 inh -5, PGC1a acetyl inh -8, ERAP1 HTS inh 2, RAD52 anneal inh -14 and RAD54 inh -3.
For O=C1CCCN2N=C(SCC(=O)Nc3ccc(F)cc3F)SC2=N1 the results were PglD DTNB -2, Cneo AK release 0, miR122 inh -2, PGC1a acetyl inh 24, ERAP1 HTS inh 0, RAD52 anneal inh -18 and RAD54 inh -5.
For CN(Cc1cccc(F)c1)C(=O)CSc1nnnn1C1CC1 the results were PglD DTNB 0, E-sel inducer -0.3, Cneo AK release -1, miR122 inh -9, PGC1a acetyl inh -5, ERAP1 HTS inh 0, RAD52 anneal inh -11 and RAD54 inh -5.
For O=C(CN1C(=O)NC2(CCCCC2)C1=O)N1CCN(S(=O)(=O)c2ccccc2)CC1 the results were PglD DTNB -5, E-sel inducer 0.6, Cneo AK release 4, miR122 inh -3, PGC1a acetyl inh 1, ERAP1 HTS inh 3, RAD52 anneal inh -16 and RAD54 inh -3.
Screening C[C@@H]1CN([C@H](C)CO)C(=O)c2cc(Br)cnc2O[C@H]1CN(C)C(=O)c1ccccc1 returned PglD DTNB -3&0&3, E-sel inducer 0.5&-4.7, Cneo AK release 1&44&49, miR122 inh -3, PGC1a acetyl inh -13&-23&-21, ERAP1 HTS inh 6&0&2, RAD52 anneal inh 10&-12&0 and RAD54 inh -4&6&3.
`CCOC(=O)C1=C(c2ccccc2)NC(=O)NC1c1ccc(O)c(OCC)c1` (stereo not given) gave PglD DTNB 4, E-sel inducer 0.0, Cneo AK release 1, miR122 inh -6, PGC1a acetyl inh 6, ERAP1 HTS inh -3, RAD52 anneal inh -10 and RAD54 inh -10.
`c1ccc(OCc2nn3c(Cn4cnc5ccccc54)nnc3s2)cc1` gave PglD DTNB 1, Cneo AK release 9, miR122 inh -5, PGC1a acetyl inh -1 and RAD54 inh 5.
OC[C@@H]1[C@@H](c2ccc(-c3ccccc3F)cc2)[C@@H]2CN(Cc3cncnc3)CCCCN12 was read as PglD DTNB 1, E-sel inducer -0.3, Cneo AK release 5, miR122 inh 6[16.7 µM], PGC1a acetyl inh 1, ERAP1 HTS inh 0, RAD52 anneal inh 23 and RAD54 inh 1.
For CC=Cc1ccc2n(c1=O)C[C@@H]1[C@@H](CO)[C@H](C(=O)NCc3ccc(F)cc3)[C@H]2N1C (mixture of isomers) the results were PglD DTNB 0, E-sel inducer -1.4, Cneo AK release -1, miR122 inh 8[16.7 µM], PGC1a acetyl inh 5, ERAP1 HTS inh 4, RAD52 anneal inh -11 and RAD54 inh -6.
COc1ccc(C(c2nnnn2Cc2ccccc2)N2CCN(C(=O)c3ccco3)CC2)cc1 (stereo not given) was read as PglD DTNB -6, Cneo AK release 2, miR122 inh 3, PGC1a acetyl inh 4 and RAD54 inh 1.

Fetched by compound from the list above, two records:
For CN(Cc1cccc(F)c1)C(=O)CSc1nnnn1C1CC1 the results were PglD DTNB 0, E-sel inducer -0.3, Cneo AK release -1, miR122 inh -9, PGC1a acetyl inh -5, ERAP1 HTS inh 0, RAD52 anneal inh -11 and RAD54 inh -5.
Cc1cccc(NS(=O)(=O)c2nnc(NC(=O)c3cccc(C)c3)s2)c1 was read as PglD DTNB -3, E-sel inducer 0.1, Cneo AK release 5, miR122 inh -5, PGC1a acetyl inh -8, ERAP1 HTS inh 2, RAD52 anneal inh -14 and RAD54 inh -3.

(further entries)
`CC(=O)OC1COC(OC(C)=O)CO1` (stereo not given) gave PglD DTNB 0, E-sel inducer -1.9, Cneo AK release 0, PGC1a acetyl inh -4, ERAP1 HTS inh -3, RAD52 anneal inh 13 and RAD54 inh 6.
Screening O=C(COC(=O)c1ccco1)Nc1ccc2c(c1)OCO2 returned PglD DTNB 0, Cneo AK release -1, ERAP1 HTS inh 2, RAD52 anneal inh -10 and RAD54 inh 5.
COc1ccc(N2C(=O)CCC2(C#N)c2ccc(OC)cc2)cc1 (stereo not given) was read as PglD DTNB 0, Cneo AK release -4, miR122 inh 0 and RAD54 inh 11.
CC(=O)Nc1ccc(Oc2ncccn2)c(Cl)c1 was read as PglD DTNB 1, Cneo AK release 3, miR122 inh -1, PGC1a acetyl inh -9 and RAD54 inh -2.
Cc1ccc(C(=O)CN(Cc2ccccc2)C2=NCCS2)cc1 was read as PglD DTNB 4, Cneo AK release 4, miR122 inh -1, PGC1a acetyl inh -4, ERAP1 HTS inh 3, RAD52 anneal inh -5 and RAD54 inh -2.
Screening CCC1CCCCN1C(=O)Cn1c(=O)oc2ccccc21 (stereo not given) returned PglD DTNB -7, Cneo AK release 1, miR122 inh -1, PGC1a acetyl inh -9 and RAD54 inh -14.
Screening COc1ccc(/C=N/NC(=S)NC2CCS(=O)(=O)C2)cc1OC (stereo not given) returned PglD DTNB -2, Cneo AK release 1, miR122 inh -6, PGC1a acetyl inh 4 and RAD54 inh -4.
`CCOC(=O)N1CCC(NC(=O)Cn2ncc3c4ccccc4n(C)c3c2=O)CC1` gave PglD DTNB -6, Cneo AK release 11, miR122 inh 1, PGC1a acetyl inh -7 and RAD54 inh -5.
CN1c2ccc(C#Cc3cccnc3)cc2[C@@H]2[C@@H](CCN2C(=O)c2cccc(F)c2)[C@@H]1CO was read as PglD DTNB 3, E-sel inducer 0.0, Cneo AK release 1, miR122 inh 1[16.7 µM], PGC1a acetyl inh -33 and RAD54 inh -10.
`O=C(Nc1ccc2ccccc2c1[N+](=O)[O-])c1ccccc1` gave PglD DTNB 3, Cneo AK release -4, PGC1a acetyl inh 14, ERAP1 HTS inh 1, RAD52 anneal inh -2 and RAD54 inh -2.
Screening O=C(C[C@@H]1CC[C@@H](NS(=O)(=O)c2cccc(F)c2)[C@H](CO)O1)NCc1ccc2c(c1)OCO2 returned PglD DTNB 2, E-sel inducer 0.0, Cneo AK release 3, PGC1a acetyl inh -12, ERAP1 HTS inh 4, RAD52 anneal inh 5 and RAD54 inh 8.
Screening O=C(CCN1C(=O)C2CCCCC2C1=O)Nc1cc(F)ccc1F (stereo not given) returned PglD DTNB 3, E-sel inducer 0.1, Cneo AK release 0, miR122 inh -1, PGC1a acetyl inh -6, ERAP1 HTS inh -4, RAD52 anneal inh -6 and RAD54 inh 7.
For COc1ccc(C(C)=O)cc1Cn1c(C)c(C(=O)NCc2ccc3c(c2)OCO3)sc1=O the results were PglD DTNB -4, Cneo AK release 0, RAD52 anneal inh -30 and RAD54 inh 6.
`N#C/C(=C\c1ccc(OCC(N)=O)cc1)C(=O)NC1CC1` gave PglD DTNB 3, Cneo AK release 9, ERAP1 HTS inh 1, RAD52 anneal inh -2 and RAD54 inh -4.
COc1cccc(NC(=O)C[C@H]2CC[C@@H]3[C@@H](COc4ccc(NC(=O)C5CC5)cc4C(=O)N3C)O2)c1 was read as PglD DTNB -3, E-sel inducer 0.1, Cneo AK release -2, miR122 inh -1[16.7 µM], PGC1a acetyl inh -1, ERAP1 HTS inh 0, RAD52 anneal inh -9 and RAD54 inh -8.
`Cc1ccc(-c2ccc3c(c2)O[C@H](CN(C)C(=O)CC2CC2)[C@H](C)CN([C@@H](C)CO)S3(=O)=O)cc1` gave PglD DTNB 1&4&-1, E-sel inducer 0.0&0.1, Cneo AK release 4&4&-10, miR122 inh 8, PGC1a acetyl inh -1&-14&-10, ERAP1 HTS inh -7&2&0, RAD52 anneal inh -12&-4&9 and RAD54 inh 8&-3&-3.
C/C(=N\N=C1\NC(=O)CC(C(=O)O)S1)c1cccs1 (stereo not given) was read as PglD DTNB -2, Cneo AK release -5, miR122 inh 4, PGC1a acetyl inh -3 and RAD54 inh 0.
`Cc1ccc(-n2ncc3c(=O)n(CC(=O)N4CCN(c5ccccc5)CC4)cnc32)cc1C` gave E-sel inducer 0.0, PGC1a acetyl inh -10, ERAP1 HTS inh 8 and RAD52 anneal inh -12.
O=C(C[C@H]1CC[C@@H]2[C@H](COC[C@@H](O)CN2C(=O)Nc2ccc(C(F)(F)F)cc2)O1)NCC1CCCCC1 was read as PglD DTNB -1, E-sel inducer 0.3, Cneo AK release -2, miR122 inh -3[16.7 µM], PGC1a acetyl inh -8, ERAP1 HTS inh 1, RAD52 anneal inh 6 and RAD54 inh -1.
Screening CCOC(=O)C1=CCN(S(=O)(=O)c2ccc(F)cc2)C1c1cccc(Cl)c1 (stereo not given) returned PglD DTNB -3, E-sel inducer -0.1, Cneo AK release -5, miR122 inh -1, PGC1a acetyl inh -29, ERAP1 HTS inh 9, RAD52 anneal inh -25 and RAD54 inh -7.

Screening data as filed in PubChem BioAssay.
